Source: PubChem BioAssay
procasp7 counter – procaspase-7 activators, primary screen, counter-screen for procaspase-3 activator project, biochemical, absorbance, HTS, human | hit rate 0.093% among 330,000 | recombinant procaspase-7, Ac-DEVD-pNA absorbance 405 nm; D23A/D198A/D206A triple mutant, cannot self-cleave; scale: DMSO 0, 5 µM enzyme 100 | Caspase-7 (Homo sapiens), P55210 | activation, % at 8.5 µM;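 active = percent activation above the screen-wide mean plus 3 SD, cut at about 25% in these data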
Target sequence (P55210 whole entry D23A/D198A/D206A): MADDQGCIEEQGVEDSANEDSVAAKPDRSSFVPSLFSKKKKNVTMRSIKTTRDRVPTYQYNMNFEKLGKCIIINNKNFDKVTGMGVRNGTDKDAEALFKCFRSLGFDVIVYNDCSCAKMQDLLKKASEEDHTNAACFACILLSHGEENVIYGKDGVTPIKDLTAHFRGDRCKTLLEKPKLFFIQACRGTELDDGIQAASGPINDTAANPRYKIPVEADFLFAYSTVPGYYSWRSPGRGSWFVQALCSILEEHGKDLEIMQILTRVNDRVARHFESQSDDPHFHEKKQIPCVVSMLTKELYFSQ
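System: Uncleavable procaspase-7 mutant enzyme; Amount: 2 µM procaspase-7 mutant as dispensed; Schedule: 1 h compound preincubation, 2 h substrate cleavage, 25 °C; Measured by: 405 nm absorbance of p-nitroaniline; Evaluation: percent activation from buffer-corrected 0–120 min absorbance change; Control set: low DMSO alone, high DMSO plus 5 µM PC-7.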
JMJD2C inh – inhibitors of GASC-1 histone demethylase, primary screen, biochemical, fluorescence, DELFIA europium | GST-JMJD2C(1-420) H3K9me3 demethylation | inhibition, % at 2.35 µM | hit rate 0.069% among 330,000 | AID 2099, 2009;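 active = more than half of a compound's replicate wells show inhibition beyond 50%, single wells judged on their own value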;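 also: signal counts dimethyl H3K9 product captured on neutravidin plate; 0% = median of DMSO wells and 100% = 0.3 times that DMSO median; strong numbers were not always called active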
CR mimetic SO – reduction of superoxide in aged yeast, primary screen, HTS. AID 2690, 2010. S. cerevisiae aged cells, superoxide DHE fluorescence; active compounds read low. superoxide response (% of plate mean), % at 10 µM. hit rate 0.18% among 330,000;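 active = superoxide response under a set limit, about three screen SD below normal, cut at about 65% in these data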;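 also: yeast aged for seven days with compound at 30 °C before DHE staining; 100% = average MFI of all compound-treated wells on the plate with controls excluded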
proCasp3 act – activators of human procaspase-3 D3A mutant, primary screen, biochemical, absorbance, PC-3 D3A mutant, single concentration; AID 463141, 2010; recombinant procaspase-3 D3A, Ac-DEVD-pNA absorbance 405 nm; Caspase-3 (Homo sapiens), P42574; activation, % at 8.5 µM; hit rate 0.11% among 330,000;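 active = activation above the mean of all tested compounds plus 3 SD, cut at about 21% in these data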;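 also: 0% = DMSO alone and 100% = DMSO wells spiked with extra 5 µM PC-3 D3A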
Target sequence (P42574 whole entry D9A/D28A/D175A): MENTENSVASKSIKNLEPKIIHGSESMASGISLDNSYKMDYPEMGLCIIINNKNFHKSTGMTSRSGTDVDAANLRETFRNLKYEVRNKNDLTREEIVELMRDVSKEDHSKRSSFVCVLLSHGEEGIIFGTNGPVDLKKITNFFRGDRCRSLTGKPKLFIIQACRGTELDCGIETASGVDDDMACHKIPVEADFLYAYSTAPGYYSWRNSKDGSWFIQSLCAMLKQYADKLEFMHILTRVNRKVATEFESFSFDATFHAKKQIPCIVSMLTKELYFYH
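Test system: Procaspase-3 D3A mutant; medium: Zinc-free HEPES/NaCl buffer with 0.01% Triton X-100 at pH 7.4; reagent: DEVD-pNA substrate; doses: one concentration, 8.5 µM nominal, 0.8% DMSO; times: 1 h preincubation plus 2 h reaction at 25 °C; signal: Epi-absorbance at 405 nm of released p-nitroaniline, 0 and 120 min; replicates: singlicate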
RPL19A TOR yeast – RPL19A-GFP expression modulators in yeast, primary screen, cell-based, S. cerevisiae, multiplex flow cytometry, MLPCN; S. cerevisiae RPL19A-GFP strain, 3 h; active compounds read low; percent response vs DMSO, % at 10 µM; hit rate 0.3% among 330,000; AID 2025, 2009;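 active = percent response vs DMSO below 50%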;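 also: median channel GFP fluorescence of the barcoded RPL19A-GFP strain; ratio of sample median GFP to plate DMSO average so 100% = DMSO; lower means less RPL19A-GFP as with rapamycin TOR inhibition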
MEP2-GFP yeast – modulators of MEP2-GFP levels in yeast, primary screen, S. cerevisiae, multiplex flow cytometry, MLPCN library; S. cerevisiae MEP2-GFP strain, 3 h; 100% = DMSO control level; GFP response vs DMSO, % at 10 µM; hit rate 0.51% among 330,000; AID 2016, 2009;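 active = GFP response versus DMSO above a set limit, roughly screen mean plus 3 SD, cut at about 180% in these data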;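 also: median GFP fluorescence of the barcode-gated MEP2-GFP cells per well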
AHR activator – AHR activators, primary screen, cell-based, luminescence, luciferase reporter, human | AHR-responsive luciferase reporter cells | activation, % at 5 µM | hit rate 2.5% among 320,000 | Aryl hydrocarbon receptor (Homo sapiens), P35869 | AID 2796, 2010; in the data active = activation above about 47%;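 also: 0% = vehicle wells and 100% = reference agonist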
LAP4 TOR yeast – modulators of LAP4-GFP expression in yeast, primary screen, S. cerevisiae, multiplex flow cytometry, MLPCN library. AID 2023, 2009. hit rate 0.34% among 320,000. GFP response vs DMSO, % at 10 µM. 3 h; median GFP as percent of DMSO wells;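 active = GFP response vs DMSO above a set limit, about the screen mean plus 3 SD, cut at about 150% in these data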
Starred values were filed as active, the others as inactive; nt = not tested or not shown. Not a hit list. About 3.8% of those tested had a hit in this group.

SMILES	procasp7 counter	JMJD2C inh	CR mimetic SO	proCasp3 act	RPL19A TOR yeast	MEP2-GFP yeast	AHR activator	LAP4 TOR yeast
COc1cccc(-c2cc(C(=O)N3CCN(S(=O)(=O)c4ccccc4)CC3)[nH]n2)c1	5	9	99	-1	98	99	-3	100
O=S(=O)(NCC(c1ccc2c(c1)OCO2)N1CCOCC1)c1ccccc1 (stereo not given)	1	4	104	1	101	106	1	102
C=CCn1c(N)c(C(=O)NC2CCCCC2)sc1=S	12	-2	112	3	104	103	-5	107
NC(=O)CC(NC(=O)Cc1ccc(Cl)cc1)c1ccc(NCCN2CCOCC2)c([N+](=O)[O-])c1 (stereo not given)	5	-12	102	-2	93	97	1	108
O=S1(=O)NC(=NCCOCCO)c2ccccc21	10	-20	108	-4	111	106	0	108
CCn1cc(C(=O)OCC(=O)Nc2ccccc2OC(F)F)c(=O)c2ccc(C)nc21	12	-8	100	-7	103	106	0	104
Cc1ccc(Nc2nnc(C)c(=O)[nH]2)cc1	2	-2	96	2	96	99	12	97
Cc1cc(SCc2ccc(Br)cc2)nc(=O)[nH]1	5	8	94	0	92	92	0	96
CCCCNC(=S)N1CCN(CC)CC1	-10	1	103	-5	103	105	-3	95
CCOC(=O)c1cn(CC)c2cc(F)c(F)cc2c1=O	-1	-13	112	4	101	95	0	106
CC(C)(Cc1ccc(O)cc1)NC(=O)SCc1ccccc1	-3	-5	101	-5	105	113	2	109
CCN1CCN(C(=O)c2cc3c(=O)oc4ccc(C)cc4c3s2)CC1	0	1	98	-1	97	141	7	107
COc1ccc(C(=O)/C(C)=N/O)cc1OC	1	5	80	2	97	109	-1	91
Cc1ccc(NC(=O)CSc2ccc(-c3ccc4c(c3)OCO4)nn2)cc1F	0	-8	114	4	102	97	12	87
O=C(c1c[nH]c2ccccc12)N1CCN(c2ccccc2)CC1	6	-27	110	-3	89	90	-3	95
Nc1c(C(=O)N/N=C/c2ccc([N+](=O)[O-])cc2)cnn1-c1ccccc1	8	10	88	12	103	92	26	110
CC(C)CN(C(=O)CN1CCN(c2cccc(Cl)c2)CC1)c1c(N)n(CC(C)C)c(=O)[nH]c1=O	-2	4	100	1	93	96	-1	93
CC1CCN(C(=O)c2cc3nc(-c4ccccc4)cc(-c4ccccc4)n3n2)CC1	5	-9	104	-3	90	93	5	113
CCCCCN(C(=O)CCC(=O)OCC(=O)Nc1ccc(C)cc1F)c1c(N)n(CCCC)c(=O)[nH]c1=O	-4	0	96	-2	101	106	2	104
Cc1ccc(C2=NN(C(=O)CCl)C(c3cccs3)C2)o1 (stereo not given)	-57	5	96	-10	100	99	4	104
O=C(NCC1COc2ccccc2O1)c1cc2ccccc2o1 (stereo not given)	-7	6	114	0	97	94	9	117
CCCOC(=O)c1[nH]c2c(c1C)C(=O)CC(c1ccc(OC)c(OC)c1)C2 (stereo not given)	6	1	97	-5	101	86	15	95
COC(=O)c1cc(CNC(=O)C2CC(=O)N(c3ccc4c(c3)OCCO4)C2)ccc1OC (stereo not given)	2	-5	88	9	109	102	0	104
O=C(O)C1CC=CCC1C(=O)NCCCCc1ccccc1 (stereo not given)	2	2	97	2	96	98	1	98
Fc1ccc(COc2ccccc2CNc2nn[nH]n2)cc1	6	16	98	0	96	94	-2	98
More entries:
SMILES	procasp7 counter	JMJD2C inh	CR mimetic SO	proCasp3 act	RPL19A TOR yeast	MEP2-GFP yeast	AHR activator	LAP4 TOR yeast
CCC(CN(C)C)Oc1cc(NCc2ccccc2)c2ncn(C(C)C)c2c1 (stereo not given)	0	nt	107	9	97	101	5	98
O=C(Cn1nnc(-c2ccc3c(c2)OCO3)n1)NCc1ccco1	11	15	89	-1	102	116	28	105
Cc1ccc(Nc2nc(N)nc(CCl)n2)c(C)c1	1	2	102	7	98	98	6	113
COC(=O)c1cc(OC)c(OC)cc1NC(=O)Nc1cccc(C(C)=O)c1	8	-4	93	-1	97	101	-1	100
COc1ccc(NC2CCCN(C(=O)CCCn3cncn3)C2)cc1OC (stereo not given)	-25	-7	102	-20	99	131	-1	101
Cc1cc(C(=O)CCl)c(C)n1Cc1ccco1	-1	16	102	-4	104	107	-1	89
CCS(=O)(=O)N1Cc2ccccc2CC1C(=O)Nc1nc2ccccc2s1 (stereo not given)	0	-3	79	-5	94	99	4	95
O=C(NCCCN1CCOCC1)c1cc(Cl)ccc1[N+](=O)[O-]	2	6	100	8	109	107	1	104
CCOc1ccc(S(=O)(=O)n2cc(F)c(=O)[nH]c2=O)cc1[N+](=O)[O-]	2	-10	90	-1	104	103	1	95
O=C(OC(C(=O)NC1CCCCC1)c1ccccc1F)c1ccco1 (stereo not given)	1	-10	98	0	99	100	-1	97
COc1cccc(N2CCN(C(=O)c3cc(C)oc3C)CC2)c1	-12	nt	119	2	105	102	0	108
COC(CNC(=O)C1CC(=O)N(CCc2ccc(C)cc2)C1)OC (stereo not given)	0	-5	92	6	103	111	2	95
CN1CCN(c2oc(-c3ccccc3)nc2S(=O)(=O)c2ccc(Br)cc2)CC1	1	7	96	4	101	105	-3	110
Cc1ccc(C(=O)O)cc1NC(=O)c1cccs1	8	-6	103	-1	98	97	-2	86
O=C(Nc1c(O)c2ccccc2[nH]c1=O)c1ccco1	-23	-4	95	1	90	91	78*	114
O=C1[C@@H]2CSCN2C(=O)CN1Cc1ccc(F)cc1	2	-2	112	2	98	87	-5	99
CCCC(c1nnnn1CCc1ccccc1)N1CCC(C(N)=O)CC1 (stereo not given)	16	1	79	8	96	105	3	99
c1ccc2c(c1)oc1c(Nc3ccc4c(c3)OCCO4)ncnc12	3	-2	104	-5	98	99	95*	104
O=c1cc(-c2ccc(F)cc2)oc2ccccc12	6	-5	103	-1	95	97	71*	99
CCN(C(=O)CCS(=O)(=O)c1cccc2nonc12)c1ccc(F)cc1	8	-2	117	2	97	99	-1	89
CC1C(=O)N(c2ccc(S(=O)(=O)N(C)C)cc2)C1(/C=C/c1ccccc1)C(=O)NC1CCCC1 (stereo not given)	3	-3	94	1	96	106	2	102
CCCn1c(SCC(=O)c2cc(OC)ccc2OC)nnc1C(C)C	1	4	100	0	100	107	7	102
S=C(NNC(=S)NC1CC2CCC1C2)NC1CC2C=CC1C2 (stereo not given)	-12	45	100	-8	103	103	6	99
CNC(=O)C(C#N)(Cc1cc(C(C)=O)ccc1OC)Cc1cc(C(C)=O)ccc1OC	16	-4	103	7	103	103	6	92
Cc1ccc(Oc2ncccc2/C=N/OCc2ccc(Cl)c(Cl)c2)cc1	0	-8	83	-4	103	111	4	114
(list continues)
SMILES	procasp7 counter	JMJD2C inh	CR mimetic SO	proCasp3 act	RPL19A TOR yeast	MEP2-GFP yeast	AHR activator	LAP4 TOR yeast
CCn1nc(C(=O)NNC(=O)CCOc2cc(C)ccc2C)c2ccccc2c1=O	-2	-10	107	1	100	101	0	98
O=C(CN(Cc1ccccc1F)C(=O)c1csnn1)NCc1ccc2c(c1)OCO2	6	10	89	-3	98	100	6	85
CCOC(=O)c1cnc2cc(-c3ccc(Cl)cc3)nn2c1N	-5	-5	98	-7	99	104	28	101
CN(C)c1ccc(-c2nc3ccccn3c2/N=C/c2ccc(Br)cc2)cc1	-1	-9	97	1	nt	nt	47*	nt
CCOC(=O)CC(=O)CSc1n[nH]c(=O)[nH]c1=O	-2	7	98	-9	103	102	2	104
CC(=O)Oc1ccc(CCC(C)OC(C)=O)cc1 (stereo not given)	-16	-5	105	2	107	90	1	92
CCC(C)NC(=S)NNC(=O)c1ccncc1 (stereo not given)	-12	-16	112	-13	95	103	3	96
O=C1C(c2ccc(F)cc2)N(Cc2ccc3c(c2)OCO3)C(=O)CN1C1CCCCC1 (stereo not given)	-9	-8	86	-4	97	96	5	91
CN(CC(=O)Nc1ccc(OC(F)F)cc1)S(=O)(=O)/C=C/c1ccccc1	8	3	102	11	99	104	3	100
Cc1cc(=O)oc2cc(Nc3ccccc3)ccc12	-6	15	93	-9	99	93	4	111
Cc1cc(=O)oc2c(C)c(OCC(=O)c3ccccc3)ccc12	-15	5	99	6	108	116	-2	105
CC(=O)Nc1ccc(S(=O)(=O)NCCC(=O)Nc2ncccc2C)cc1	5	4	101	-4	105	102	1	109

Grouped by structure: the entries above with a furan ring, fused or not
SMILES	procasp7 counter	JMJD2C inh	CR mimetic SO	proCasp3 act	RPL19A TOR yeast	MEP2-GFP yeast	AHR activator	LAP4 TOR yeast
Cc1ccc(C2=NN(C(=O)CCl)C(c3cccs3)C2)o1 (stereo not given)	-57	5	96	-10	100	99	4	104
O=C(NCC1COc2ccccc2O1)c1cc2ccccc2o1 (stereo not given)	-7	6	114	0	97	94	9	117
O=C(Cn1nnc(-c2ccc3c(c2)OCO3)n1)NCc1ccco1	11	15	89	-1	102	116	28	105
Cc1cc(C(=O)CCl)c(C)n1Cc1ccco1	-1	16	102	-4	104	107	-1	89
O=C(OC(C(=O)NC1CCCCC1)c1ccccc1F)c1ccco1 (stereo not given)	1	-10	98	0	99	100	-1	97
COc1cccc(N2CCN(C(=O)c3cc(C)oc3C)CC2)c1	-12	nt	119	2	105	102	0	108
O=C(Nc1c(O)c2ccccc2[nH]c1=O)c1ccco1	-23	-4	95	1	90	91	78*	114
c1ccc2c(c1)oc1c(Nc3ccc4c(c3)OCCO4)ncnc12	3	-2	104	-5	98	99	95*	104
